Mtb BioA inh = inhibitors of Mycobacterium tuberculosis BioA enzyme. actives 0.096% (n = 360,000). purified M. tuberculosis BioA enzyme, plate reader. inhibition, % at 9.99 µM; in the data active = inhibition above about 40%
FBA Mtb inh = inhibitors of M. tuberculosis fructose-bisphosphate aldolase; P9WQA3; purified M. tuberculosis FBA, fluorescence read-out; inhibition, % at 1 µM; actives 2.3% (n = 360,000); AID 588726; in the data active = inhibition above about 27%;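 also: 0% = vehicle and 100% = reference inhibitor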
Target sequence (P9WQA3 whole entry, looked up): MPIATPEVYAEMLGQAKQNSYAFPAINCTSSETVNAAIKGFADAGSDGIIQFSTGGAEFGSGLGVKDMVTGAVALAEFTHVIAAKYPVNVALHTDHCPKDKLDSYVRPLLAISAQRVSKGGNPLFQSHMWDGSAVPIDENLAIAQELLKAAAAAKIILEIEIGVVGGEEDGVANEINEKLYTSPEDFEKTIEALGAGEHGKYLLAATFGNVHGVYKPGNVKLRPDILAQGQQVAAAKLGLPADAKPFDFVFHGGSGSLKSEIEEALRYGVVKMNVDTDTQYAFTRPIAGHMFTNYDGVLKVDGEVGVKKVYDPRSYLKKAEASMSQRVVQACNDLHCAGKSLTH
Mtb UGM inh = Mtb UDP-galactopyranose mutase inhibition. P9WIQ1. purified UGM, fluorescence polarization probe displacement. inhibition, % at 10 µM. actives 0.06% (n = 320,000); in the data active = inhibition above about 10%, passing the limit was not always enough
Target sequence (P9WIQ1 whole entry, looked up): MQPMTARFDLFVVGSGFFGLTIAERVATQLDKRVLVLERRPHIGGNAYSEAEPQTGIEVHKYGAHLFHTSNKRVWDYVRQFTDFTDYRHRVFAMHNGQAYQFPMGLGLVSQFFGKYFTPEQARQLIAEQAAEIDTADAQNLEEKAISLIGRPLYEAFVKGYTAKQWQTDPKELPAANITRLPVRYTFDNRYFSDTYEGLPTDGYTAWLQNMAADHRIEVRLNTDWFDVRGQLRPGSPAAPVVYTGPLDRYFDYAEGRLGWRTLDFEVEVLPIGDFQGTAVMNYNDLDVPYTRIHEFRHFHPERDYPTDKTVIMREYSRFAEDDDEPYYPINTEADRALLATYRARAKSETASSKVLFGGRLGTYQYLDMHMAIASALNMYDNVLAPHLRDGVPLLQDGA
Vc quorum ag = inducers of Vibrio cholerae quorum light production without autoinducers; V. cholerae BH1578 lux reporter, luminescence, 6 h; actives 0.16% (n = 350,000); activation, % at 18.7 µM; AID 588436; in the data active = activation mostly above about 9.7%, no sharp cut-off; also: not every result past the cut was called active; inactives centre near 0; reference of the scale not given here
TcdB inh = blocks C. difficile toxin B glycohydrolase activity. P18177. TcdB glycohydrolase enzymatic assay, plate reader. inhibition, % at 9.99 µM. actives 0.24% (n = 350,000). AID 652162; in the data active = inhibition above about 10%
PfHsp40 rescue = compounds rescuing yeast from Plasmodium falciparum HSP40 toxicity; actives 0.68% (n = 340,000); growth rescue, % at 12.5 µM; AID 504582; S. cerevisiae expressing PfHsp40, growth rescue, ATP luminescence; in the data active = growth rescue above about 28%, passing the limit was not always enough;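 also: yeast W303a lacking pdr1 and pdr3 grown in galactose medium; growth measured after three days at 30 °C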
GDH-TPI counter = counter-screen for M. tuberculosis FBA inhibitors: GDH-TPI coupled enzymes | GDH-TPI coupled enzyme counterscreen, NADH absorbance | inhibition, % at 4.8 µM | actives 1.2% (n = 360,000) | AID 588335; in the data active = inhibition above about 30%;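 also: 0% = DMSO wells and 100% = wells lacking the enzyme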
FadD28 FP inh = M. tuberculosis FadD28 bisubstrate binding inhibition. inhibition, % at 12.5 µM. actives 0.22% (n = 360,000). FadD28 bisubstrate probe binding, fluorescence polarization. AID 588549; in the data active = inhibition above about 8.5%, passing the limit was not always enough
Yp Topo-I inh = blocks Yersinia pestis topoisomerase I activity. Y. pestis Topo-I cleavage product accumulation, plate reader. activity, % at 10 µM. actives 0.064% (n = 360,000). AID 504884; in the data active = activity above about 50%, passing the limit was not always enough; also: inactives centre near 2
Starred values were filed as active, the others as inactive; i = inactive; . = no result given; & = joins results of further samples.

SMILES	Mtb BioA inh	FBA Mtb inh	Mtb UGM inh	Vc quorum ag	TcdB inh	PfHsp40 rescue	GDH-TPI counter	FadD28 FP inh	Yp Topo-I inh
COc1ccc2nc(-n3c(O)c(C4=c5ccccc5=NC4=O)[nH]c3=S)sc2c1	-1.3	-3	0.5	-0.4	0.5	-1.1	18	-1.7	-1
O=C(CCN1C(=O)C2C3CCC(C3)C2C1=O)Nc1ccc(Cl)cc1Cl (centres undefined)	0.3	3	.	-0.4	0.2	-2.0	5	-2.8	3
O=C(c1cc2ccccc2c(=O)o1)N1CCCc2ccccc21	.	0	1.4	i	.	-0.5	6	-0.4	0
COc1cccc(CNC(=O)c2ccc(Cl)c(NC3=NC4CS(=O)(=O)CC4S3)c2)c1 (centres undefined)	-1.9	-1	0.2	-0.2	0.6	0.3	2	0.1	-6
COc1cccc(-c2nc(CS(=O)(=O)c3ccccc3)no2)c1	.	2	2.0	i	.	0.3	7	-1.1	-12
COc1ccc(S(=O)(=O)Nc2ccc3c(c2)C(=O)N([C@@H](C)CO)C[C@@H](C)[C@H](CN(C)C(=O)CCCN(C)C)OCCCC[C@H](C)O3)cc1	-4.3&-2.9	-1	.	i	1.1&-1.0	.	5	-0.4	1
COc1ccccc1NC(=O)c1cc2ccccc2o/c1=N\O	-1.2	3	0.2	-0.2	.	0.9	0	-1.3	0
COc1cccc(CNC(=O)CCC2CCCN(C(=O)c3cc4ccccc4o3)C2)c1 (centres undefined)	3.3	1	-0.4	-0.6	1.2	2.0	1	-1.8	24
COc1ccc2c(c1OC)C(=O)N1c3ccccc3C(=O)N(c3ccccc3)C21 (centres undefined)	-0.1	-2	-2.0	-1.4	.	-0.5	-8	-5.3	10
COc1cc(C(=O)NC2CCN(C)CC2)ccc1Nc1ncc2c(n1)N(C1CCCCC1)CCC(=O)N2C	5.5	1	.	i	-3.5	-0.4	16	-0.5	-9
Cc1onc(-c2c(F)cccc2Cl)c1C(=O)NCc1ccc(S(N)(=O)=O)cc1	-1.3	-2	0.3	-0.4	1.8	0.1	8	-4.3	4
COc1ccc(N2CCN(C3CCCN(C(=O)c4cccc(C)n4)C3)CC2)cc1 (centres undefined)	-0.6	6	-1.4	-0.8	0.7	-3.6	9	-1.6	-1
O=C(Nc1ccc([N+](=O)[O-])cc1)c1cncc(Br)c1	.	-3	-4.5	.	1.3	0.2	17	-3.5	-1
COc1c(C)cc(C(O)c2ncc(-c3ccc(Cl)cc3)[nH]2)cc1C (centres undefined)	0.3	-2	.	-0.5	-0.1	.	-1	-4.2	-13
Cc1cc(N)n(-c2ccc(S(N)(=O)=O)cc2[N+](=O)[O-])n1	.	0	4.2	-0.3	0.7	0.5	0	-4.1	-17
CC(=O)n1cc(C2C(=O)CC(C)(C)CC2=O)c2ccccc21	0.6	-3	2.8	-5.9	.	-0.1	-3	-2.2	-7
Cc1ccccc1-c1nc(CS(=O)CC(=O)NCc2ccccc2)c(C)o1 (centres undefined)	-1.6	-2	-1.3	-0.1	-0.1	2.0	7	-2.8	11
CC1(C)SC(=S)N(c2ccccc2)C1/[N+]([O-])=C/c1cccc([N+](=O)[O-])c1 (centres undefined)	-1.9	3	3.3	-1.1	0.3	.	1	0.2	-4
CCOC(=O)C1(C)CCCN(C(=O)c2ccc(F)c(Cl)c2)C1 (centres undefined)	0.3	-2	.	i	0.6	.	11	-1.3	0
CCOc1cc(N2CCOCC2)c(OCC)cc1NC(=O)CN1CCN(Cc2ccc3c(c2)OCO3)CC1	.	3	-1.2	i	-0.2	-0.7	-6	-1.3	31
N#Cc1c(NC(=O)Cn2cnc3ccccc3c2=O)oc(-c2ccccc2)c1-c1ccccc1	-1.7	-1	0.8	-0.4	.	2.1	16	-2.5	2
CC(c1ccccc1)N(C)CC(=O)NC(=O)NCCC1=CCCCC1 (centres undefined)	-0.1	0	-1.1	i	-0.7	0.6	1	.	37
CC(C(=O)NC1CCCC1)N(C(=O)CS(=O)CC(=O)Nc1ccc(F)cc1)c1ccc2c(c1)OCCO2 (centres undefined)	1.6	-1	-0.3	-0.4	-1.1	-0.6	4	-0.7	10
CCC(=O)c1ccc(OC)c(OC)c1	0.4	1	2.7	-0.3	-5.5	-1.0	-6	-1.9	-5
COc1ccc(C(=O)Nn2c(SCC(=O)c3ccc(Cl)cc3)nc3ccccc3c2=O)cc1	0.2	2	3.4	i	.	1.3	-6	-4.0	34

Following part.
SMILES	Mtb BioA inh	FBA Mtb inh	Mtb UGM inh	Vc quorum ag	TcdB inh	PfHsp40 rescue	GDH-TPI counter	FadD28 FP inh	Yp Topo-I inh
Cc1cc(OCCN2CCN(S(=O)(=O)c3ccccc3F)CC2)ccc1C(C)C	-4.8	3	-3.2	i	2.2	1.0	-4	.	1
CC(c1n[nH]c(=S)n1Cc1ccccc1)N(C)C (centres undefined)	.	1	-0.3	i	0.2	-0.4	5	-3.3	1
COc1cccc(-c2cc(C(=O)O)no2)c1	-0.4	-1	3.2	0.2	.	-0.3	2	-1.9	-2
CCOC(=O)C1CCCN(C(=O)c2ccc(CNS(=O)(=O)c3ccc(C)cc3)cc2)C1 (centres undefined)	.	0	0.6	0.2	0.5	0.4	-1	-3.7	2
O=C(O)C1C2CCC(O2)C1C(=O)Nc1ccc(F)c(F)c1 (centres undefined)	1.0	0	0.6	1.3	1.9	-0.2	6	-0.4	-3
Cc1nc2sccn2c(=O)c1S(=O)(=O)NCc1ccccc1Cl	-0.2	7	3.1	-0.1	1.2	-1.6	8	-3.5	-4
O=C(COC(=O)/C=C/c1ccc(Cl)cc1)Nc1ccccc1-c1ccccc1	.	-1	0.1	0.0	.	-0.1	-7	-0.9	23
COc1ccc(-n2c(SC)nnc2-c2c[nH]c3ccccc23)cc1	-3.2	2	2.4	-0.2	0.5	-0.6	12	-1.0	-3
COc1cc(NC(=S)NNC(=O)C(C)(C)O)cc(OC)c1	.	0	-0.3	-0.4	0.3	-1.0	-4	-2.5	1
Nc1ccccc1N=Cc1c(O)n(CCC2=CCCCC2)c(=O)[nH]c1=O	.	3	0.1	-0.3	.	-0.8	13	-0.2	15
Cc1ccc(S(=O)(=O)N[C@@H](CC(C)C)C(=O)N2CCC(C(=O)N[C@@H](Cc3ccccc3)C(=O)O)CC2)cc1	0.3	1	1.0	-0.6	-1.1	-0.8	6	1.1	6
COc1cc(C2SCC(=O)N2c2nnc(C34CC5CC(CC(C5)C3)C4)s2)cc(OC)c1OC (centres undefined)	-0.3	1	2.1	i	.	-0.6	9	0.6	-1
Cc1ccc(C(=O)Nc2nc3nc(-c4ccccc4)cc(=O)n3[nH]2)cc1	0.2	2	-0.8	.	-1.1	0.6	-5	-4.4	4
COc1ccc(NC(=O)CC2C(=O)NCCN2C(=O)c2ccccc2)cc1 (centres undefined)	0.3	-3	-0.7	-0.2	0.8	-1.5	0	-2.5	-5
COc1ccc2c(c1)C(C)CC(C)(C)N2C(=O)NC1CCCCC1 (centres undefined)	.	0	-2.5	i	.	-0.7	11	0.4	-9
NC(=O)c1nsc(C(=O)N(c2cccc(F)c2)C(C(=O)NCC2CCCO2)c2c[nH]c3ccccc23)c1N (centres undefined)	1.1	0	-0.9	-1.2	1.5	0.8	8	-1.3	7
CCCSc1nc2c(cnn2-c2ccc(F)cc2)c(=O)[nH]1	0.7	0	-0.5	.	1.1	1.3	-4	-0.7	5
Cc1ccc(NC(=O)C[n+]2ccn(C3=C([O-])c4ccccc4C3=O)c2)cc1	.	1	-1.5	-0.5	-0.3	0.2	4	-0.8	4
CC1CCCCN1CC(=O)Nc1ccccc1Sc1ccccc1 (centres undefined)	-4.8	2	-0.1	-0.7	.	0.3	3	-0.1	-1
COc1nccc(C(F)(F)F)c1C(=O)NC(=O)Nc1c(C)cccc1C	9.0	-1	0.6	0.9	1.0	-0.2	-1	-0.1	6
CCCn1c(N)c(C(=O)CSc2nnc(C3CC3)n2Cc2ccccc2)c(=O)[nH]c1=O	-2.9	1	0.7	i	.	0.4	1	-2.1	4
COc1ccc(/C=C(/NC(=O)c2ccccc2)C(=O)N2CCCCC2)cc1	-1.1	1	-0.3	-0.3	5.6	-0.6	6	0.8	13
CCOP(=O)(OCC)/C(C#N)=C/c1ccc(-c2ccc(F)cc2F)o1	0.7	2	4.9	0.4	1.7	2.1	0	-2.1	25
CCc1c(C(=O)Nc2ccccc2C(N)=O)csc1C	-2.3	4	-0.9	-2.3	1.5	0.3	13	-12	-2
O=C(N/N=C\c1ccc(F)cc1)c1ccc(F)cc1	-1.9	-6	0.1	-1.3	0.6	-0.5	0	-3.6	0

The list continues:
SMILES	Mtb BioA inh	FBA Mtb inh	Mtb UGM inh	Vc quorum ag	TcdB inh	PfHsp40 rescue	GDH-TPI counter	FadD28 FP inh	Yp Topo-I inh
COc1ccc2c(c1OC)C(=O)OC2	0.8	15	-2.1	-0.4	-1.0	0.5	6	-1.4	0
O=C(CSc1ccc(-c2ccco2)nn1)NCc1ccc(F)cc1	-2.0	3	0.4	i	.	-0.8	0	0.8	-1
CC(=O)Nc1nc(C)c(CCC2OCCO2)c(=O)[nH]1	.	0	-1.1	0.9	-0.5	0.1	7	0.5	-3
Cc1ccc(C)c(C(=O)CSc2nnc(C)s2)c1	.	9	-3.0	0.6	-0.2	-1.8	1	0.1	-3
COc1cc(CNS(=O)(=O)c2ccc3c(c2)CC(C)N3C(=O)C2CCC2)cc(OC)c1OC (centres undefined)	-0.1	3	-0.6	-2.5	1.3	-0.7	-1	-3.5	14
CCn1cc(/C=N\NC(=O)c2c[nH]c3ccccc23)c(C)n1	.	6	1.5	-0.2	.	-0.8	11	-1.2	1
CC(C)(C)OC(=O)N1CCCC1C(=O)NC(Cc1ccccc1)C(=O)O (centres undefined)	1.3	2	-1.9	6.2	.	1.7	-4	0.3	4
O=C(COC(=O)/C=C/c1cccc(C(F)(F)F)c1)NC1CCCCCC1	.	1	0.8	i	-0.8	-0.9	-4	-2.5	-8
CC1CCC(NC(=O)CCS(=O)(=O)c2ccc3c(c2)NC(=O)CO3)CC1 (centres undefined)	-0.4	-2	-0.9	i	-5.4	0.7	0	-0.4	3
O=C(Oc1ccc(Cl)cc1)c1ccc2nccnc2c1	-3.3	1	1.1	-6.2	.	0.0	10	-4.7	2
O=C(Nc1ccc(N2CCCC2)cc1)c1ccc(Br)o1	-2.7	-1	-0.1	-1.6	.	0.7	16	-9.1	-19
CCC1=Nc2cc(C(=O)NCCCN3CCOCC3)ccc2Sc2ccccc21	-0.2	1	-1.4	-0.1	2.1	-0.1	-6	-1.2	25
O=C(CN1C(=O)c2ccccc2S1(=O)=O)Nc1ncc([N+](=O)[O-])s1	-8.1	-7	.	-0.6	0.5	-0.1	8	-0.6	5
CC(C)n1c2ccccc2c2nnc(SCC(=O)OCN3C(=O)c4ccccc4C3=O)nc21	-3.1	0	-0.6	-0.7	.	0.4	13	-2.3	2
O=C(c1n[nH]c(=O)c2ccccc12)N1CCN(Cc2ccc3c(c2)OCO3)CC1	2.2	1	5.1	0.0	0.8	-1.6	14	-2.1	-8
CC1(C)CC(=O)c2c(oc3cc(O)c(O)cc23)C1	0.8	-4	0.9	-1.4	.	-0.6	16	-0.3	9

High-throughput results from PubChem BioAssay.

No enrichment for hits (roughly 4.6% active in at least one column).
